# Screening data deposited in PubChem by National Center for Advancing Translational Sciences (NCATS).
# Vif-APOBEC3F blk = inhibitors of Vif-A3F interaction; HeLa A3F-eYFP + Vif (tagged APOBEC3F with the HIV-1 protein that degrades it), YFP fluorescence increase; Potency, µM (doses to about 46.1 µM), without a hit: top-dose activity, negative = active; hit rate 0.2% among 390,000; note: potency is the fitted concentration of half-maximal effect; % of control where 0% means no effect; nearly all actives have a fitted effect of over 65% in size
#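 HeLa cells stably expressing Vif plus C-terminally eYFP-tagged A3F were seeded, incubated overnight at 37 deg C, dosed with compound, incubated overnight again at 37 deg C. Yellow fluorescence (Ex 488/Em 500-530) reported blocked Vif-mediated A3F-eYFP degradation.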
# RXFP1 antagonist = blocks the human relaxin receptor RXFP1; AID 1259400; Q9HBX9; hit rate 0.59% among 350,000; activity change, negative = inhibition, % at 57.5 µM; HEK293-RXFP1, relaxin-stimulated cAMP HTRF, 30 min; hits give low values;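 active = activity change of -60% or lower, but not beyond a set lower limit; inconclusive = change between -60% and -40%, or beyond the set limit; inactive = change above -40%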; note: % is set by controls: 0 for no effect and ±100 for the full control effect
# Target sequence (Q9HBX9 whole entry, looked up): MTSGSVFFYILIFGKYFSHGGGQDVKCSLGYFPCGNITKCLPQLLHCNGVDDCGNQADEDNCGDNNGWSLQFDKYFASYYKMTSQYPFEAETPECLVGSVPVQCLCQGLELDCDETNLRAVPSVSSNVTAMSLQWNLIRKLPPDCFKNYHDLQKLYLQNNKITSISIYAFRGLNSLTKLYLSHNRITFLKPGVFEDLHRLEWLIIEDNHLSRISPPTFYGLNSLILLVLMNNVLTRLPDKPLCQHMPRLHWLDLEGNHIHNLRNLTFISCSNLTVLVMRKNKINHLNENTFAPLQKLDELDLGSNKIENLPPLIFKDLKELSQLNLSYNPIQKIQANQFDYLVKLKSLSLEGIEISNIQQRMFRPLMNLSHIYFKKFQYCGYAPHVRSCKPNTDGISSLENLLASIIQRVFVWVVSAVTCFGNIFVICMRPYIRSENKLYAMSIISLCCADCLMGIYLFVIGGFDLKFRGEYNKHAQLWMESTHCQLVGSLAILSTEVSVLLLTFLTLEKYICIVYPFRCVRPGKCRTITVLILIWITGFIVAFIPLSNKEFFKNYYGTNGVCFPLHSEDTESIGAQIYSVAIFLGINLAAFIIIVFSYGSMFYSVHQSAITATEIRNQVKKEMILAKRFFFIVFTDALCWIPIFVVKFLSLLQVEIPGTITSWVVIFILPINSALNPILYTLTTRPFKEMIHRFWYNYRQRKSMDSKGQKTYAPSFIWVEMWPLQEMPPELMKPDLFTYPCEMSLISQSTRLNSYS
# D1 potentiator = potentiators of human D1 dopamine receptor | HEK293 TREx D1 cells, calcium flux, dopamine EC20 potentiation | P21728 | potentiation, % at 10 µM | hit rate 0.036% among 360,000; in the data active = potentiation above about 30%; note: 0% is about no effect
# RXFP1 ag = RXFP1 (human) receptor agonism. HEK293T-RXFP1 cAMP TR-FRET, 30 min; response scale: percent of porcine relaxin response, buffer zero. Potency, µM (titrated, usually from 57.5 µM), for inactives: at the top dose activation, hits mostly activators. hit rate 0.3% among 370,000. AID 2676; note: potency is the fitted concentration of half-maximal effect; % is set by controls: 0 for no effect and ±100 for the full control effect; nearly all actives have a fitted effect of over 60% in size; many of its hits are not listed in these tables
#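 HEK293 cells stably expressing RXFP1, treated 30 min at 37C with compounds plus PDE4 inhibitor Ro 20174; cAMP measured by HTRF TR-FRET. Normalized to buffer and 29 nM porcine relaxin; EC50 by Hill fit.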
# D1 antag = blocks dopamine activation of the human D1 receptor. P21728. HEK293 TREx D1 cells, calcium flux, dopamine EC80; hits give low values. hit rate 3.2% among 360,000. activity change, negative = inhibition, % at 10 µM; in the data active = activity change below about -30%; note: % is set by controls: 0 for no effect and ±100 for the full control effect
#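 Cells carrying a force-coupled, tetracycline-inducible human D1 receptor report calcium flux. Each well gets a 10 s baseline, compound with 180 s monitoring, then an EC80 dopamine stimulus with a second 180 s kinetic read.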
# Vif-A3G inh = Vif-A3G binding inhibition | Q9HC16 | HeLa A3G-eYFP + Vif (tagged APOBEC3G with the HIV-1 protein that degrades it), YFP fluorescence, overnight | Potency, µM (titrated, usually from 46.1 µM), for the others: at the highest dose activity, negative = active, actives largely listed as inhibitors | hit rate 0.076% among 410,000 | AID 602310;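 note: potency is the fitted concentration of half-maximal effect; % is set by controls: 0 for no effect and ±100 for the full control effect; nearly all actives have a fitted effect of over 60% in size; hits raise eYFP signal because A3G escapes Vif-driven loss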
# Target sequence (Q9HC16 whole entry, looked up): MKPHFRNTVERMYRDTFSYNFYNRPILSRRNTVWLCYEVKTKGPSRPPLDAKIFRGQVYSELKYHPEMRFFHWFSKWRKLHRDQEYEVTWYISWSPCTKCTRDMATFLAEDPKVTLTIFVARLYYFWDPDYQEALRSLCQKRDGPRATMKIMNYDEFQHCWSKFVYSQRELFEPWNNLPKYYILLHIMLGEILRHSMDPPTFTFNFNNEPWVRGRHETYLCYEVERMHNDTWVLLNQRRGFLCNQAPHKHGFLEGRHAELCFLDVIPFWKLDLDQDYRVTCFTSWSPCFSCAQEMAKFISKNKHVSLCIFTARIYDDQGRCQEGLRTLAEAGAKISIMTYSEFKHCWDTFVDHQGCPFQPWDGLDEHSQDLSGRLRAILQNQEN
#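 Read-out is eYFP fluorescence (Ex 488/Em 500-530) from Vif-expressing HeLa A3G-eYFP cells; more signal means A3G escaped Vif-mediated degradation. Cells plated overnight, compound pinned in, incubated overnight at 37 deg C.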
# GRP78 ERSR act = ER stress response induction in glioma | U87-MG GRP78 promoter luciferase reporter, 16 h | Potency, µM, without a hit: top-dose activation, actives largely listed as activators | hit rate 0.02% among 420,000 | AID 602332; note: potency is the fitted concentration of half-maximal effect; series mostly up to about 76 µM; % of control where 0% means no effect; nearly all actives have a fitted effect of over 35% in size
#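 Stably transfected U87-MG human glioma cells carrying a GRP78-based luminescent sensor were seeded at 1000 cells/well, pin-dosed with compounds and incubated 16 h. Luciferase reagent was then added, and end-point luminescence was read after 10 min at room temperature.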
# D1 ag = activates the human D1 dopamine receptor; activation, % at 2 µM; hit rate 1% among 360,000; HEK293 T-REx D1 cells, calcium flux, agonist mode; P21728; in the data active = activation above about 30%; note: 0% is about no effect
#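 Agonism was scored from calcium flux recorded over 180 s (1 read/s) after pintool compound addition, following a 10-cycle baseline. Cells were inducible force-coupled HEK293 TREx D1, plated overnight at 30 C and loaded with no-wash calcium dye.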
# D2 PAM = positively modulates the human D2 dopamine receptor allosterically; potentiation, % at 10 µM; P14416; hit rate 0.34% among 340,000; HEK293 T-REx D2, calcium flux, EC20 dopamine potentiation;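 active = potentiation over 3 SD above the plate norm, cut at about 30% in these data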; note: 0% is about no effect
#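 Cells plated with tetracycline inducer and held overnight at 30 C; calcium dye loaded 30–90 min at room temperature; baseline taken, compound added and read 180 s; EC20 dopamine then added and read 180 s.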
# * marks the source's active call; other numbers are inactive results; ? = inconclusive; . = not tested or not shown; & = joins results of further samples. Unless noted, calls come from the whole dose curve; as a rule, active = well fitted curve in the direction sought with a large enough effect; inconclusive = small, poorly fitted or top-dose-only effect, or another doubt; inactive = no such curve, though single readings can be large; an effect the other way counts as inactive or inconclusive. These rows are one share of the data (hit frequency here may not be typical).
# Start of the data: the first 4 records (preview)
SMILES,Vif-APOBEC3F blk,RXFP1 antagonist,D1 potentiator,RXFP1 ag,D1 antag,Vif-A3G inh,GRP78 ERSR act,D1 ag,D2 PAM
O=C(CSc1n[nH]c(-c2ccccc2Cl)n1)NCCCc1ccccc1,0%,-22,-1,1.7%,-2,3%,-4%,-1,8
Cc1nc2cc(O)ccc2n1C,.,-10,-4,2.3%,8,-1%,-3%,1,-4
CCOc1cc(-c2sc(Nc3ccccc3)n[n+]2C)ccc1OC,-6%,.,-4,1.6%,-7,0%,-3%,2,2
COC(=O)c1ccc(NC(=O)Nc2ccc(C)cc2)cc1,9%,-28,-4,1.3%,-35*,-3%,2%,9,1

# The list itself, previewed entries included:
SMILES,Vif-APOBEC3F blk,RXFP1 antagonist,D1 potentiator,RXFP1 ag,D1 antag,Vif-A3G inh,GRP78 ERSR act,D1 ag,D2 PAM
O=C(CSc1n[nH]c(-c2ccccc2Cl)n1)NCCCc1ccccc1,0%,-22,-1,1.7%,-2,3%,-4%,-1,8
Cc1nc2cc(O)ccc2n1C,.,-10,-4,2.3%,8,-1%,-3%,1,-4
CCOc1cc(-c2sc(Nc3ccccc3)n[n+]2C)ccc1OC,-6%,.,-4,1.6%,-7,0%,-3%,2,2
COC(=O)c1ccc(NC(=O)Nc2ccc(C)cc2)cc1,9%,-28,-4,1.3%,-35*,-3%,2%,9,1
CCOC(=O)Cn1c(C)[n+](CC(=O)c2ccccc2)c2ccccc21,2%,-21,-2,0.0%,-3,2%,-2%,1,.
CCCN1C2CCCC1CC(NC(=O)Nc1cccc(C(C)=O)c1)C2 (stereo not given),-4%,1,-14,0.6%,3,0%,-4%,1,.
CCOc1ccccc1NS(=O)(=O)c1ccc2c(c1)CC(C)N2C(=O)C1CCC1 (stereo not given),-5%,-4,-3,0.8%,-27,3%,-4%,11,-12
CCc1ccccc1NC(=O)CCCn1c(=O)c2cccn2c2ccccc21,-1%,-31,-5,6.8%,7,1%,-5%,5,-1
O=C(CCN1CCCC1)Nc1cccc(Br)c1,.,2,-5,1.5%,-2,2%,-1%,3,-22
COc1ccc(/C=N/NC(=O)c2c(Br)cnn2C)c2ccccc12,-8%,-24,0,1.7%,-7,0%,-4%,8,6
COc1cc(OC)cc(C(=O)Nc2ccc3oc(-c4cccc5c(Br)cccc45)nc3c2)c1,7%,5,0,17%,9,1%,-1%,-3,4
CC(C)(C)c1ccc(C(=O)O/N=C(\N)Cc2cccs2)cc1,1%,-5,.,.,.,-16%,-4%,.,.
COc1cccc(/C=N/Nc2cc(-n3nc(C)cc3-c3ccccc3)ncn2)c1O,?,-29,8,2.0%,12,-26%,-3%,2,9
COc1ccnc(CN(C)C(=O)C2CCC(=O)N(CCN(C)C)C2)c1 (stereo not given),-3%,-15,-4,2.2%,-6,-5%,-4%,1,6
O=C(Cc1cn2ccsc2n1)Nc1ccccn1,6%,1,-2,-0.4%,-15,4%,-1%,2,-1
COc1ccc(CN(Cc2nc3ccccc3c(=O)[nH]2)C(=O)NC2CCCCC2)cc1,3%,-9,11,2.6%,-2,2%,-5%,0,1
COC(=O)C(Cc1ccccc1)NC(=O)C12CC3CC(CC(C3)C1)C2 (stereo not given),3%,4,-9,-1.4%,-3,0%,0%,1,6
CCc1ccc2oc(-c3ccc(N)cc3)nc2c1,-8%,-8,-6,3.1%,0,-1%,-8%,4,2
O=C(Nc1cccc(C(F)(F)F)c1)C1CCCO1 (stereo not given),2%,-11,3,0.7%,-5,1%,-1%,1,2
COc1ccc(-c2noc(CCCC(=O)Nc3ccc(C(N)=O)cc3)n2)cc1OC,-5%,-11,-6,-0.5%,-29,0%,-2%,2,-2
NC(=S)NN=C(c1ccc(Br)cc1)C1CC1,-1%,-13,.,.,.,2%,-3%,.,.
O=C1CCCc2c1[nH]c1ccc(Br)cc21,3%,-1,1,6.4%,12,-16%,-4%,2,10
Cc1nc2c3ccccc3nc(NNC(=O)CCC(=O)NC3CCCC3)n2n1,1%,-7,1,7.3%,-7,0%,-3%,3,2
CCc1ccc(OC)c(-c2csc(N)n2)c1,5%,-4,-5,-1.5%,-20,1%,5%,1,.
C=CCn1cnc2c(nnn2-c2ccc(C)c(Cl)c2)c1=O,-17%,-10,0,0.0%,-15,-1%,5%,-1,1

# Continued:
SMILES,Vif-APOBEC3F blk,RXFP1 antagonist,D1 potentiator,RXFP1 ag,D1 antag,Vif-A3G inh,GRP78 ERSR act,D1 ag,D2 PAM
O=C(NCCc1ccccc1)C1CCCN1S(=O)(=O)c1cccc2nsnc12 (stereo not given),1%,-2,0,-0.3%,-3,-1%,1%,5,-5
Cc1ccc(OCc2nnnn2-c2ccccc2)cc1,-21%,-6,0,1.6%,0,-4%,-2%,0,17
O=C(NCc1ccccc1)/C(=C/c1ccc([N+](=O)[O-])cc1)NC(=O)c1ccco1,-15%,6,.,-3.5%,6,0%,-6%,2,4
O=C(Nc1ccc(SC(F)F)cc1)c1ccc2nccnc2c1,-9%,-22,-3,-0.4%,-10,1%,6%,4,-12
Cc1nn(-c2ccccc2)c2c1N(CCCC(=O)NCc1ccccc1)C(=O)CS2,-5%,.,1,0.0%,-9,?,-3%,0,10
CC(=O)NC(CCS(C)(=O)=O)C(=O)Nc1ccc2c(c1)OCO2 (stereo not given),-17%,5,3,0.1%,3,-5%,-3%,2,-11
Clc1ccc(Cl)c2sc(N3CCOCC3)nc12,-3%,0,.,.,.,-7%,7%,.,.
O=C(NC1CCCCC1)C(c1c(F)cccc1Cl)N(C(=O)c1csnn1)C1CC1 (stereo not given),-6%,-13,-4,1.8%,-9,-7%,0%,-1,1
COc1ccc2c(c1)C1(Nc3ccccc3-c3nc4ccccc4n31)C(=O)N2 (stereo not given),0%,17,0,-0.3%,-1,-5%,-3%,8,3
O=C(OCc1cn([C@H]2CN(Cc3cccs3)[C@@H](c3ccccc3)C[C@@H]2O)nn1)c1ccccc1,-30%,11,.,.,.,1%,-3%,.,.
COc1ccc2cc(C3(C)NC(=O)N(CC(=O)Nc4c(C)n(C)n(-c5ccccc5)c4=O)C3=O)ccc2c1 (stereo not given),1%,.,-6,1.5%,14,-6%,-4%,3,15
C/C(=N\S(=O)(=O)c1ccc(C)cc1)Nc1cc(C(C)C)c(O)cc1C,2%,-4,3,0.5%,11,4%,-1%,3,0
CC1CCN(C(=O)CCc2nnc3ccc(NCc4ccco4)nn23)CC1,-19%,11,-6,15%,-16,-5%,-2%,0,-9
COc1ccc(OCCn2cc(/C=N/NC(=O)c3ccncc3)c3ccccc32)cc1,0%,5,0,-0.2%,0,-7%,-3%,2,-5
O=C(NC(=O)c1cccc(OC(F)(F)C(F)F)c1)OC1CCS(=O)(=O)C1 (stereo not given),-3%,-6,-2,-0.3%,2,-3%,0%,1,-9
CCN1CCN(c2ncc3c(n2)CCN(Cc2cc(Br)cs2)C3)CC1,-10%,-9,0,5.9%,-24,0%,-4%,20,-7
Nc1ccc(CCc2ccccn2)cc1,5%,9,.,.,.,-7%,6%,.,.
O=C(CSc1n[nH]c(=O)n1-c1cccnc1)Nc1ccccc1Cl,1%,-20,-3,1.1%,3,4%,-2%,6,9
COc1cccc(CNC(=O)CCC2CCCN(C(=O)c3cc(C4CC4)[nH]n3)C2)c1 (stereo not given),-8%,2,7,5.0%,4,1%,1%,1,14
COc1ccc(NC(=O)CN2C(=O)C(c3ccccc3)=NC23CCCCCC3)cc1,-2%,-4,0,-0.2%,1,-1%,-5%,1,0
CC(NC(=O)Cn1cccc1C(=O)c1ccccc1)c1ccc2c(c1)OCCO2 (stereo not given),-1%,4,-2,-2.3%,17,9%,-1%,0,34*
Fc1cccc2ncnc(OCc3ccccc3)c12,2%,-3,0,21%,1,1%,-7%,3,13
COc1ccccc1CN1CCNC(=O)C1CC(=O)NCCCn1cccn1 (stereo not given),5%,24,-6,1.7%,-4,1%,1%,1,8
CCC1CN(S(=O)(=O)c2ccc3c(c2)NC(=O)CC(=O)N3)c2cc(Cl)ccc2O1 (stereo not given),2%&-1%,-32&-34,3&1,2.5%&0.7%,9&23,-7%&-4%,-5%&-3%,5&4,15&-7
Cc1nc2ccccc2c2oc(C(=O)NCCCN3CCCC(C)C3)cc12 (stereo not given),-5%,-4,-3,2.2%,-23,5%,-5%,2,-13

# Additional results follow:
SMILES,Vif-APOBEC3F blk,RXFP1 antagonist,D1 potentiator,RXFP1 ag,D1 antag,Vif-A3G inh,GRP78 ERSR act,D1 ag,D2 PAM
CN(CC(=O)Nc1cccc(F)c1)C(=O)CCCN1C(=O)c2cccc3cccc(c23)C1=O,-16%,5,5,0.2%,0,0%,4%,1,-6
Cc1nc(-c2ccccc2)sc1C(=O)CSc1ccc(Br)cc1,-2%,-1,-2,1.6%,-36*,1%,1%,11,2
Cc1cc(NC(=O)c2ccc(F)cc2F)n(-c2nc3ccccc3[nH]2)n1,-6%,5,-12,4.5%,-29,2%,4%,2,-4
CCc1c(C)sc(NC(=O)c2ccccc2[N+](=O)[O-])c1C(N)=O,6%,1,6,1.5%,3,1%,1%,0,4
CN(C)NC(=O)C(NC(=O)c1ccc(N)cc1)C12CC3CC(CC(C3)C1)C2 (stereo not given),1%,-1,2,-0.9%,-9,0%,10%,2,-5
O=C(O)c1ccc2c(=O)[nH]c(CCl)nc2c1,-8%,-19,-3,1.8%,-4,1%,-4%,5,2
COC(=O)c1cccc(S(=O)(=O)N2CCN(c3nc4ccccc4s3)CC2)c1,-10%,17,2,-0.6%,8,0%,-2%,1,6
Cc1cccc(OCCn2nnc3sc4c(c3c2=O)CCCC4)c1,.,-13,11,1.0%,2,.,.,0,2
COc1ccc(Cn2c(=O)[nH]c3cc(C(=O)N4CCN(c5cccc(Cl)c5)CC4)ccc3c2=O)cc1,-3%,.,0,-0.4%,-11,1%,-4%,1,-9
Cn1cnnc1SCc1ccc(F)c2ccccc12,-2%,12,-6,-0.2%,-21,-4%,-3%,1,9
O=C(Nc1ccc(F)cc1)Oc1ccccc1N1CCOCC1,5%,5,-5,0.6%,8,-3%,1%,5,-4
COC(=O)C(NC(=O)c1ccccc1)C(C)(C)SCc1ccccc1 (stereo not given),-1%,9,.,.,.,0%,-4%,.,.
